Screening data from PubChem BioAssay.
Dengue-2 NS5 capping: Dengue-2 NS5 methyltransferase inhibitors, primary screen, biochemical, confirmation dose response (AID 588689); Genome polyprotein (Dengue virus type 2 (strain 16681-PDK53)); Dengue-2 NS5 methyltransferase capping enzyme assay, biochemical; higher % means a stronger effect; one-dose inhibition, % at 25 µM; IC50 in µM for titrated hits; 340,000 tested, 0.3% active; in the data active = a potency from the dose series; inconclusive = inhibition above about 29% without an active follow-up result
RSV antiviral HEp-2: RSV antiviral activity via CPE protection, HEp-2 cells, primary 10 µM value included (AID 2391); 310,000 tested, 0.13% active; one-dose CPE inhibition, % at 10 µM; IC50 in µM for titrated hits; HEp-2 cells, RSV-induced CPE inhibition; higher % means a stronger effect; in the data active = a potency from the dose series; inconclusive = CPE inhibition mostly from about 23% at the one dose, without a potency; inactive = the rest, 99 in 100 with CPE inhibition below about 21%; also: strong numbers were not always called active
SIAH1 antagonists: Siah-1 peptide-binding antagonists, primary screen, biochemical, fluorescence polarization, rhodamine-plectin, uHTS (AID 1817); E3 ubiquitin-protein ligase SIAH1 (Homo sapiens); Siah-1 / rhodamine-plectin peptide fluorescence polarization; higher % means a stronger effect; displacement, % at 20 µM; hits with a dose series show IC50 in µM; 290,000 tested, 0.02% active;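 active = displacement of at least 50% at 20 µM, with a fluorescence ratio check between 0.3 and a set limit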;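 also: plate controls were Siah plus tracer with DMSO for no effect and tracer alone without Siah for full effect; strong numbers were not always called active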
West Nile virus CPE: West Nile virus antiviral activity, cell-based, CPE readout (AID 1621); West Nile virus-infected cells, CPE inhibition; higher % means a stronger effect; one-dose CPE inhibition, % at 10 µM; IC50 in µM for titrated hits; 290,000 tested, 0.02% active; in the data active = a potency from the dose series; inconclusive = CPE inhibition mostly from about 3.7% at the one dose, without a potency; inactive = the rest, 99 in 100 with CPE inhibition below about 2.2%; also: strong numbers were not always called active
K1F lysis inhibition: inhibition of K1F phage lysis, E. coli UTI89, bacterial capsule biogenesis inhibitors, alamar blue (AID 488966). E. coli UTI89 K1F phage lysis, alamar blue, 2 h; higher % means a stronger effect. inhibition, % at 100 µM, or IC50 in µM where a hit was titrated. 340,000 tested, 0.02% active;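 active = phage lysis inhibition, versus mean bacterial control, above a set limit; inconclusive = no clear call, values can overlap the other calls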;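 also: capsule biogenesis inhibitors block K1F phage lysis so surviving cells raise fluorescence; higher fluorescence means more inhibition of phage lysis; actives were called in the ten point dose series up to 300 µM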
NTR1 ag: agonists of NTR1, primary screen, imaging, U2OS cells, beta-arrestin-GFP, high content (AID 493036); activation, % at 20 µM; 330,000 tested, 0.17% active; NTR1-U2OS beta-arrestin-GFP spot imaging, agonist mode; Neurotensin receptor type 1 (Homo sapiens), P30989;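 active = activation at or above 40% of the spot to cytoplasm intensity ratio, with at least 20 cells analyzed; inconclusive = wells under 20 cells, flagged as cytotoxic or low count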;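 also: 0% = DMSO without peptide and 100% = 100 nM NTR1 peptide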
Target sequence (P30989 whole entry, looked up): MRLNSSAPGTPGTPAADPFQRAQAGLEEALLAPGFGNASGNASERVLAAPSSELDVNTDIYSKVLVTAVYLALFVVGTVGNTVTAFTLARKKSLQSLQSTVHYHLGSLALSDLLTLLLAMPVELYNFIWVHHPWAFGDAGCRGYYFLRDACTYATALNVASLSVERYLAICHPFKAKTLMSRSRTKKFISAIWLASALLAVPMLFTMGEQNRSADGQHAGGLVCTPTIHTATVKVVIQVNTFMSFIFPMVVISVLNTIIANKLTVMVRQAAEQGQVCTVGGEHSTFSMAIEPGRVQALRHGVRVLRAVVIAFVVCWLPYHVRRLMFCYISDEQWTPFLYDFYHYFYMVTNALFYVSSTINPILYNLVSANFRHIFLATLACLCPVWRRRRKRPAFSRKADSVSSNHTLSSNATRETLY
MgcRacGAP inhibition: MgcRacGAP GTPase-activating activity inhibitors, confirmation, biochemical, ADP Hunter fluorescence; 340,000 tested, 0.6% active; Rac GTPase-activating protein 1 (Homo sapiens); inhibition, % at 30 µM, or IC50 in µM where a hit was titrated; MgcRacGAP-stimulated Rac1 GTP hydrolysis, ADP Hunter fluorescence; higher % means a stronger effect; GST-tagged Rac1 F28L mutant substrate; AID 624330, 2012;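 active = first-screen hits whose inhibition reached a set limit at any dose in the follow-up dose series; inconclusive = inhibition above the set first-screen limit but never retested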;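 also: fluorescence reports GDP produced by GAP-driven GTP hydrolysis; strong numbers were not always called active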
SV40 large T antigen: SV40 large T antigen inhibitors, biochemical (AID 1903); SV40 large T antigen ATPase/helicase inhibition assay; higher % means a stronger effect; inhibition, % at 20 µM; hits with a dose series show IC50 in µM; 310,000 tested, 0.39% active; in the data active = a potency from the dose series; inconclusive = inhibition mostly from about 32% at the one dose, without a potency; inactive = the rest, 99 in 100 with inhibition below about 32%; also: strong numbers were not always called active
AID2073: inhibitors of Mint1-CaV2.2 protein interaction, biochemical, HTRF (AID 2073). 290,000 tested, 0.19% active. one-dose inhibition, % at 20 µM; IC50 in µM for titrated hits. Voltage-dependent N-type calcium channel subunit alpha-1B (Homo sapiens). HTRF protein-protein interaction, Mint1-CaV2.2; higher % means a stronger effect; in the data active = inhibition mostly above about 51%, no sharp cut-off; inconclusive = no clear call, values can overlap the other calls; inactive = mostly below about 53%; also: some results filed as inactive read as strong as hits
NTR1 ag cell count 20 µM: also measured in NTR1 ag; calls as there; cell count; measured here: cell count, cytotoxicity flag
Dengue-2 NS5 capping pilot replicate: further read-out of Dengue-2 NS5 capping, marked with its call; inhibition, %; measured here: pilot screen replicate inhibition
The depositor's hits bear a star; ? = inconclusive; . = no result given; [ ] = remark or other dose.

SMILES	Dengue-2 NS5 capping	RSV antiviral HEp-2	SIAH1 antagonists	West Nile virus CPE	K1F lysis inhibition	NTR1 ag	NTR1 ag cell count 20 µM	MgcRacGAP inhibition	SV40 large T antigen	AID2073	others
Cc1cccc(C(=O)OCC(=O)Nc2c(C)nn(-c3ccccc3)c2C)c1O	0%	-2.3%	.	.	2.1%[50 µM]	2.1	50	11%	12%	.
CCOc1cc2oc(=O)c3c(c2cc1Cl)CCC3	2%	7.3%	3%	-0.9%	12%	-0.3	46	-1%	10%	8%
CCC(=O)NCCc1nc2ccccc2n1Cc1ccccc1	-6%	1.2%	1%	-0.1%	-0.2%	0.2	50	9%	8%	-10%
COc1ccccc1OCCSc1nc(C)c(Cc2ccccc2)c(=O)[nH]1	.	5.4%	6%	0.9%	.	-0.7	64	.	12%	-7%
COc1ccc(N(CC(=O)NCc2ccc(Cl)cc2)S(=O)(=O)c2c(C)nn(C)c2C)cc1	1%	0.3%	2%	-0.1%	-0.3%	0.6	62	7%	17%	7%
CC1CC(CC(=O)NNc2nc(-c3ccccc3)cs2)C(=O)O1 (stereo not drawn)	-9%	-1.7%	11%	-0.1%	0.1%	1.0	45	1%	14%	-14%
Cc1csc(NC(=O)c2ccc(COc3ccccc3)o2)n1	-1%	18%	3%	-0.9%	0.3%	-1.2	34	7%	0%	8%
N/C(=N\OC(=O)CCC1CCCC1)c1cccc([N+](=O)[O-])c1	-1%	0.6%	7%	-1.3%	-1.2%[50 µM]	5.8	67	6%	0%	7%
CC(C)N(C(=O)COC(=O)c1ccccc1C(=O)N1CCN(c2ccc(F)cc2)CC1)C(C)C	2%	5.9%	-1%	-1.0%	-0.1%	-1.1	85	10%	0%	-8%
CCOc1cc(C)nc(N2CCC(C(=O)Nc3ccccc3OCC)CC2)n1	-1%	7.1%	3%	-0.5%	0.0%	1.3	50	3%	-2%	-8%
Cc1cc(F)ccc1S(=O)(=O)N1CCCOC1CNC(=O)C(=O)NCC(C)C (stereo not drawn)	1%	1.1%	2%	-0.6%	1.6%[50 µM]	-0.6	65	4%	16%	-3%
c1ccc([C@H]2CC3C[C@@H](c4ccccc4)N2O3)cc1	-6%	1.0%	-2%	0.1%	0.3%	0.1	47	9%	-5%	-1%
O=C(O)c1cc(-c2cccs2)nn1-c1ccccc1	6%	1.9%	4%	-0.4%	0.1%	3.3	63	1%	5%	14%
O=C(NC1CCCCCC1)C(=S)NC1CCCCC1	-7%	-1.9%	-7%	-0.2%	2.9%	12	60	7%	11%	8%
Cc1ccccc1NC(=S)NCCc1ccccc1	-5%	9.3%	-7%	-0.9%	5.1%	2.8	46	7%	10%	-4%
Cc1cc(Cl)ccc1NC(=S)NCc1ccco1	-5%	6.8%	6%	-0.3%	1.5%	3.4	56	5%	2%	-6%
COc1ccc(OCCC(=O)N2CCOCC2)cc1	-10%	3.7%	0%	-0.2%	0.6%	0.3	51	1%	1%	-4%
O=C(Nc1ccc(-n2cnnn2)cc1)c1cc(S(=O)(=O)N2CCCC2)ccc1Cl	-5%	.	.	.	1.2%[50 µM]	0.0	62	5%	.	.
O=C(c1ccc(CNS(=O)(=O)c2ccc(Br)cc2)cc1)N1CCCCC1	-11%	2.0%	-4%	-0.5%	-0.7%	0.3	66	-31%	2%	10%
C=CCN(CC=C)Cc1ccc(C(=O)OC)o1	6%	0.8%	-2%	0.2%	-2.5%[50 µM]	0.2	53	0%	-2%	8%
CCCOc1ccc(C=Nc2ccc(OC)c(S(=O)(=O)N3CCOCC3)c2)c(O)c1	7%	-1.7%	.	.	0.2%[50 µM]	-0.9	55	5%	.	.
COc1ccccc1OCC(=O)NCCS(=O)(=O)N1CCN(c2ccccc2)CC1	1%	-0.1%	.	.	0.9%[50 µM]	-0.1	55	3%	26%	.
CC(=N[C@@H]1CCCC[C@H]1N=C(C)c1ccccc1O)c1ccccc1O	-5%	2.1%	1%	0.2%	2.1%	3.8	56	4%	7%	31%
Cn1c(SCC(=O)Nc2ccc(NC(=O)c3ccccc3F)cc2)nnc1-c1ccncc1	0%	0.5%	-2%	0.0%	0.3%	0.6	55	3%	10%	3%
CCOC(=O)c1cc(-c2csc(Nc3c(C)cc(C)cc3C)n2)on1	-1%	7.0%	-1%	-0.5%	-0.8%	5.8	39	8%	6%	0%

More entries.
SMILES	Dengue-2 NS5 capping	RSV antiviral HEp-2	SIAH1 antagonists	West Nile virus CPE	K1F lysis inhibition	NTR1 ag	NTR1 ag cell count 20 µM	MgcRacGAP inhibition	SV40 large T antigen	AID2073	others
Cc1ccc(C(C(=O)NC2CCCCC2)N(CCCN2CCOCC2)C(=O)c2snc(C(N)=O)c2N)cc1 (stereo not drawn)	2%	0.8%	2%	-1.2%	-0.5%	2.4	54	6%	2%	4%
C=CCn1cc(C(=O)NCc2ccco2)c(=O)c2cc(S(=O)(=O)N3CCCCCC3)ccc21	6%	?	-1%	?	0.0%	-1.5	54	7%	11%	11%	Dengue-2 NS5 capping pilot replicate=0.0
COc1cccc(/C=N/n2c(-c3cccs3)n[nH]c2=S)c1	-13%	0.4%	1%	-0.1%	-0.1%[50 µM]	1.5	52	31%	15%	-25%
NC(=O)NC(=O)COC(=O)c1ccc(OC(F)(F)F)cc1	.	0.5%	12%	0.2%	-0.9%	0.4	69	-12%	0%	11%
O=C(c1cc(COc2cccc(C(F)(F)F)c2)on1)N1CCc2ccccc2C1	-1%	?	7%	0.0%	0.6%[50 µM]	3.8	71	7%	7%	-5%
COc1ccccc1N(Cc1cc(=O)[nH]c2ccccc12)C(=O)c1ccc([N+](=O)[O-])cc1	-5%	?	-5%	0.2%	0.4%	3.0	54	-7%	3%	3%
CCOC(=O)N1CCN(C(=O)CN(Cc2ccc(Cl)cc2)S(=O)(=O)c2ccc(C)cc2)CC1	-1%	1.3%	0%	-1.3%	0.0%	3.0	50	0%	9%	-3%
CN1/C(=C\C(=O)COC(=O)c2ccco2)C(C)(C)c2ccccc21	-11%	1.6%	-4%	?	0.1%	0.2	47	10%	7%	40%
COc1ccccc1C(=O)OCC(=O)N1CCC(Cc2ccccc2)CC1	-3%	-0.1%	.	.	0.8%[50 µM]	-2.2	58	7%	.	.
Cn1c(N)c(C(=O)CCl)c(=O)n(C)c1=O	-2%	2.3%	2%	0.7%	6.0%	0.4	90	0%	3%	7%
N#C/C(=C\c1cn(Cc2cccc(F)c2)c2ccccc12)C(=O)NCc1ccco1	16%	2.5%	0%	-0.4%	-0.4%	11	41	7%	21%	10%
COc1ccc(NS(=O)(=O)c2ccc(C)c(C(=O)N(C)Cc3ccc(C)cc3)c2)cc1	-9%	7.6%	.	.	-0.3%[50 µM]	0.4	62	2%	11%	.
CCOC(=O)c1nc(C)n(-c2ccc(Cl)cc2Cl)n1	-2%	1.5%	3%	-0.4%	-0.3%	1.5	84	-1%	-2%	1%
CC(C)N(C(=O)CSc1n[nH]c(=O)n1CCc1ccccc1)C(C)C	-4%	0.4%	0%	-1.1%	0.2%	1.3	63	3%	11%	-8%
O=C(COc1ccc(F)cc1)Nc1nccs1	-9%	2.7%	1%	0.0%	3.1%	-0.2	80	0%	2%	14%
COc1ccc(NC(=O)c2ccc([N+](=O)[O-])cc2[N+](=O)[O-])c(OC)c1	-6%	4.1%	-4%	0.5%	0.4%	2.3	56	5%	13%	-2%
CC(=O)N1CC(C)Sc2ccc(S(=O)(=O)NCCc3ccc(C)cc3)cc21 (stereo not drawn)	-7%	-0.1%	0%	-0.2%	-0.1%	2.7	47	11%	13%	21%
O=C(Nc1ccccc1N1CCOCC1)c1ccc2c(c1)C(=O)N(Cc1ccncc1)C2=O	4%	1.5%	7%	-0.2%	0.3%	-2.2	75	-1%	14%	-3%
N/C(=N\OC(=O)Cc1cccc2ccccc12)c1ccccn1	-5%	0.9%	-1%	-0.1%	7.5%	-0.9	80	7%	0%	15%
CCn1nc(C(=O)OCC(=O)N(CCC#N)c2ccccc2)c2ccccc2c1=O	3%	1.4%	.	.	0.7%[50 µM]	2.9	63	5%	.	.
C=CCSc1nnc(Cc2cc(=O)[nH]c(=O)[nH]2)n1-c1cc(C)ccc1C	-6%	1.7%	-6%	-0.4%	1.0%	-0.8	73	7%	0%	-4%
CN(C)C(=O)CN1c2cccc3cccc(c23)S1(=O)=O	-5%	0.7%	4%	0.7%	0.2%	0.0	92	8%	18%	7%

Structures shown so far that contain a cyano group:
SMILES	Dengue-2 NS5 capping	RSV antiviral HEp-2	SIAH1 antagonists	West Nile virus CPE	K1F lysis inhibition	NTR1 ag	NTR1 ag cell count 20 µM	MgcRacGAP inhibition	SV40 large T antigen	AID2073	others
N#C/C(=C\c1cn(Cc2cccc(F)c2)c2ccccc12)C(=O)NCc1ccco1	16%	2.5%	0%	-0.4%	-0.4%	11	41	7%	21%	10%
CCn1nc(C(=O)OCC(=O)N(CCC#N)c2ccccc2)c2ccccc2c1=O	3%	1.4%	.	.	0.7%[50 µM]	2.9	63	5%	.	.

Entries listed so far with a CF3 group (2):
SMILES	Dengue-2 NS5 capping	RSV antiviral HEp-2	SIAH1 antagonists	West Nile virus CPE	K1F lysis inhibition	NTR1 ag	NTR1 ag cell count 20 µM	MgcRacGAP inhibition	SV40 large T antigen	AID2073	others
NC(=O)NC(=O)COC(=O)c1ccc(OC(F)(F)F)cc1	.	0.5%	12%	0.2%	-0.9%	0.4	69	-12%	0%	11%
O=C(c1cc(COc2cccc(C(F)(F)F)c2)on1)N1CCc2ccccc2C1	-1%	?	7%	0.0%	0.6%[50 µM]	3.8	71	7%	7%	-5%

Compounds as they come. Share with any hit: about 1.6%.
